Screens: PubChem BioAssay, National Center for Advancing Translational Sciences (NCATS)
TGFb inhibitor – blocks TGF-b signaling; Potency, µM (top dose mostly 46.1 µM), inactives show top-dose activity, negative = inhibition, usual class: inhibitors; HepG2 CAGA-GFP TGF-b/SMAD3 reporter, GFP fluorescence, 18 h; TGF-beta stimulated, 500 pg/mL final; 1.2% of 410,000 active; AID 588855; also: potency is read from the fitted curve at half-maximal effect; % is scaled to controls: 0 for no effect and ±100 for the full control effect; nearly all actives have a fitted effect of over 65% in size
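Read-out: total well GFP (ex488/em500-530) summed from mean per-cell fluorescence. Cells: HEPG2 CAGA-GFP, 1% FBS DMEM, 18 h at 37 degrees C with 500 pg/mL final TGF-beta. Unstimulated wells served as the full-inhibition control; stimulated DMSO wells = 0%.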
Mm-Cpn inhibitor – inhibitors of Methanococcus maripaludis chaperonin (MmCpn); purified Mm-Cpn ATPase, ADP Transcreener TR-FRET; Potency, µM (doses to about 76.9 µM), for inactives: at the highest dose activity, negative = inhibition, hits mostly inhibitors; 0.031% of 330,000 active; also: potency is read from the fitted curve at half-maximal effect; % is scaled to controls: 0 for no effect and ±100 for the full control effect; nearly all actives have a fitted effect of over 80% in size
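Purified archaeal Mm-CPN (25nM final) preincubated 10 min at 37degC with compound, then 10uM ATP for 30 min at 37degC; ADP measured by HTRF Transcreener TR-FRET; buffer 30 mM TRIS pH 7.4, 100mM KCl, 5mM MgCl2, 1mM DTT.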
Abeta rescue – compounds reversing amyloid beta toxicity in yeast | yeast expressing A-beta42, growth rescue, OD600, 48 h; response scale: 0% DMSO, 100% iron-clioquinol control | Potency, µM (top dose mostly 46.1 µM), for inactives: at the top dose growth rescue, usual class: activators | 0.063% of 410,000 active; also: potency is read from the fitted curve at half-maximal effect; nearly all actives have a fitted effect of over 55% in size
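Growth rescue measured by 600 nm absorbance after 48 h yeast culture at 30 C with compound. Values normalized between DMSO and an equimolar ferric chloride plus clioquinol control.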
HepG2 tox – counter-screen for TGF-b inhibitors: cytotoxicity in HepG2 cells; HepG2 CAGA-GFP viability, ATP luminescence, 18 h; Potency, µM (series often up to 46.1 µM), for the others: top-dose activity change, negative = cytotoxicity, hits mostly cytotoxic; 0.76% of 410,000 active; AID 588856; also: potency is read from the fitted curve at half-maximal effect; some results filed as inactive show a strong effect at the top dose
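CellTiter-Glo luminescence gave cytotoxicity after 18 hours at 37 degrees C. The cells were HepG2 CAGA-GFP in 1% FBS DMEM, stimulated with 500 pg/mL TGF-beta after compound addition. %Activity was normalised to no-cell wells (complete cell-killing) and DMSO (no toxicity), and curves were fitted and classified.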
A549 viability – A549 cytotoxicity, counter-screen for Nrf2 inhibitors. 0.16% of 390,000 active. A549 ARE-Fluc cells, CellTiter-Fluor viability, 18-24 h. Potency, µM (titrated, usually from 46 µM), for the others: at the top dose activity change, negative = cytotoxicity, actives largely listed as inhibitors; also: potency is read from the fitted curve at half-maximal effect; % is scaled to controls: 0 for no effect and ±100 for the full control effect
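A549 ARE-Fluc cells in 5% FBS OPTI-MEM, 5000 cells/well, rested 2 h then exposed to compounds in concentration-response for 18-24 h at 37 °C. Viability by CellTiter-Fluor fluorescence (Ex 405/Em 525) after 30 min; luciferase luminescence (BugLite, 15 min, RT) read afterwards.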
Nrf2 activator – activators of Nrf2 (ARE) signaling | Potency, µM (top dose mostly 46.1 µM), inactives show at the highest dose activation, hits mostly activators | AREc32 ARE-luciferase reporter (MCF7-derived line), luminescence, 24 h | 0.31% of 410,000 active; also: potency is read from the fitted curve at half-maximal effect; % of control where 0% means no effect; nearly all actives have a fitted effect of over 65% in size
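ARE activation measured as luciferase luminescence (Steady-Glo, 30 min RT) in AREc32_Fluc cells after 24 hr compound exposure at 37 deg C, 5% CO2; cells seeded overnight at 1000/well in OPTI-MEM, 5% FBS.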
CCT modulator – changes cytosolic chaperonin activity. purified chaperonin ATPase assay, HTRF ADP detection, 30 min. activity change, % (no concentration beside the values), hits read low. 0.3% of 360,000 active; in the data active = activity change below about -30%; also: % is scaled to controls: 0 for no effect and ±100 for the full control effect
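TRiC (40 or 20 nM final, by batch activity) in 30 mM Tris pH 7.4, 100 mM KCl, 5 mM MgCl2, 1 mM DTT was treated with compound at 76 uM single dose, then 10 uM ATP, 30 min at 37 °C. ADP was read by HTRF Transcreener.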
Nrf2 inh – Nrf2 pathway inhibition. A549 ARE-Fluc reporter, luciferase luminescence, 18-24 h. Potency, µM (titrated, usually from 46 µM), for the others: at the highest dose activity change, negative = inhibition, hits mostly inhibitors. 2.1% of 360,000 active. AID 504444; also: potency is read from the fitted curve at half-maximal effect; % is scaled to controls: 0 for no effect and ±100 for the full control effect; nearly all actives have a fitted effect of over 60% in size
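Quantitative HTS in A549 cells stably bearing an antioxidant response element-firefly luciferase construct. Inhibition of Nrf2-driven transcription was scored by luminescence after 18-24 h of compound exposure at 37 °C.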
Akt phos inh – inhibitors of Akt phosphorylation. Neuro2A IGF-stimulated pAkt S473 HTRF, 20 min; stronger effect = lower value. activity change, % for hits at 50 µM. AID 651550. 0.32% of 360,000 active; in the data active = activity change below about -80%; inconclusive = mostly about -51% to -80%; also: % is scaled to controls: 0 for no effect and ±100 for the full control effect
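Neuro2A cells (4,500/well, DMEM with 0.5% FBS) were treated with compound at a single 50 µM final concentration, stimulated with 6 nM IGF for 20 min at 37 °C, and lysed. Phospho-Akt Ser473 was read by HTRF as 665/615 ratio ×10^4.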
Active calls of the source: *; i = inactive; ? = inconclusive; nt = no result given; & = joins results of further samples; [ ] = another dose, or the depositor's remark. Unless noted, calls follow the shape of the dose curve; as a rule, active = well fitted curve in the direction sought with a large enough effect; inconclusive = small, poorly fitted or top-dose-only effect, or another doubt; inactive = no such curve, though single readings can be large; an effect the other way counts as inactive or inconclusive.

Sample of the layout:
SMILES	TGFb inhibitor	Mm-Cpn inhibitor	Abeta rescue	HepG2 tox	A549 viability	Nrf2 activator	CCT modulator	Nrf2 inh	Akt phos inh
O=c1c2[nH]c3ccccc3c2ncn1Cc1ccco1	0%	0%	6%	-3%	-6%	9.1%	-1.9	4%	i
COc1ccccc1OCC(=O)Nc1cccc(-c2nc3ccccc3o2)c1	-5%	0%	14%	-42%	-20%	2.2%	-2.1	?	i
CCOc1cccc2sc(N3CCN(C(=O)c4ccco4)CC3)nc12	-1%	nt	-6%	-9%	5%	-0.1%	nt	nt	nt
O=C(COC(=O)c1ccc2c(c1)C(=O)N(c1cccc3ncccc13)C2=O)c1ccc(Cl)cc1	-7%	2%	1%	-3%	6%	2.6%	-1.3	14%	i
CSc1ccc(Nc2nn(-c3ccc(OC(F)(F)F)cc3)nc2C(C)=O)cc1	1%	nt	1%	1%	-30%	3.6%	nt	?	nt

The whole of this part (from the top)
SMILES	TGFb inhibitor	Mm-Cpn inhibitor	Abeta rescue	HepG2 tox	A549 viability	Nrf2 activator	CCT modulator	Nrf2 inh	Akt phos inh
O=c1c2[nH]c3ccccc3c2ncn1Cc1ccco1	0%	0%	6%	-3%	-6%	9.1%	-1.9	4%	i
COc1ccccc1OCC(=O)Nc1cccc(-c2nc3ccccc3o2)c1	-5%	0%	14%	-42%	-20%	2.2%	-2.1	?	i
CCOc1cccc2sc(N3CCN(C(=O)c4ccco4)CC3)nc12	-1%	nt	-6%	-9%	5%	-0.1%	nt	nt	nt
O=C(COC(=O)c1ccc2c(c1)C(=O)N(c1cccc3ncccc13)C2=O)c1ccc(Cl)cc1	-7%	2%	1%	-3%	6%	2.6%	-1.3	14%	i
CSc1ccc(Nc2nn(-c3ccc(OC(F)(F)F)cc3)nc2C(C)=O)cc1	1%	nt	1%	1%	-30%	3.6%	nt	?	nt
O=C(COC(=O)CNS(=O)(=O)c1c(Cl)cccc1Cl)Nc1ccccc1Sc1ccccc1	13%	-3%	5%	-6%	-1%	0.0%	2.1	-5%	i
O=C(Cc1cccs1)N(c1ccc(Cl)cc1)C1C=CS(=O)(=O)C1 (stereo unspecified)	2%	-1%	12%	-1%	1%	0.5%	-1.1	7%	i
Cc1ccc(-c2nc3ncccc3o2)cc1NC(=O)c1ccco1	5%	nt	5%	-20%	2%	8.6%	-2.2	-4%	i
COC(=O)Nc1ccc(S(=O)(=O)Nc2ccc(C(=O)O)cc2)cc1	2%	1%	-17%	0%	1%	-0.4%	0.5	9%	i
CCC1=C/C(=C/N(C)c2ccccc2)C(=O)S1	2%	-1%	9%	-7%	-9%	?	-2.9	16%	i
CCOC(=O)c1nn(-c2sc(C(=O)OC)c(C)c2C(=O)OC)cc1O	-18%	-20%	17%	3%	-3%	-0.5%	-1.4	-9%	i
Cn1nc(C(C)(C)C)c([N+](=O)[O-])c1C(=O)NCCO	-2%	3%	-11%	-1%	0%	-0.1%	0.0	11%	i
COc1ccccc1NC(=O)c1ccc2c(c1)N(CC#N)C(=O)C(C)(C)O2	6%	-1%	?	7%	2%	1.9%	2.5	2%	i
Cc1ccc(N(CC(=O)N2CC(=O)Nc3ccccc32)S(=O)(=O)c2ccc3c(c2)OCCO3)cc1	8%	2%	15%	-11%	9%	0.7%	-1.3	-24%	i
CC(C)(C)c1ccc(OCC(=O)N2CCCCCC2)c(Br)c1	-10%	0%	18%	-8%	11%	2.8%	0.7	1%	i
CCOC(=O)/C(C#N)=C\C=C1C=CN(C)C=C1	111%[activator]	-5%	9%	-10%	?	2.3%	0.0	?	i
Cc1[nH]n(-c2ccccc2)c(=O)c1/C=N/O	-13%	0%	-11%	-30%	0%	0.4%	-1.3	2%	i
COc1cc(/C=C(\C#N)c2nc3ccc(C)cc3[nH]2)cc([N+](=O)[O-])c1O	?	-11%	-92%[inhibitor]	-3%	21µM*	7.5%	1.5	?	i
CS(=O)(=O)N1c2ccccc2[C@]2(Br)C[C@H]3C(=O)N[C@@H](Cc4ccccc4)C(=O)N3[C@H]12	?	nt	-3%	5%	3%	5.4%	-0.7	0%	i
CC(=O)Nc1ccc(NC(=O)C(c2ccccc2)c2ccccc2)cc1	8%	-1%	-9%	-1%	-16%	0.2%	-0.1	?	i
Cc1occc1C(=O)NCc1cccs1	-6%	1%	14%	24%	1%	-0.7%	-0.2	2%	i
Cc1oc(-c2ccccc2)cc1C(=O)Nc1ccc(N(C)C)cc1	0%	-2%	23%	-28%	-9%	0.3%	1.0	nt	i
Cc1nnc(SCC(=O)N2CCN(C(=O)c3ccco3)CC2)n1C	8%	1%	2%	2%	2%	-0.5%	1.0	13%	i
CC1CCN(c2ccc3c(c2)S(=O)(=O)c2ccccc2C3=O)CC1	21%	nt	-31%	-19%	16%	6.1%	0.3	?	i
O=C(OCC(=O)N1CCN(c2ccccc2)CC1)c1nc(Cl)ccc1Cl	6%	3%	-1%	-1%	-7%	-0.8%	0.8	6%	i
CCOC(=O)C1(C)Oc2ccccc2C(C(=O)OC)=C1C(=O)OC (stereo unspecified)	?	-1%	2%	-37%	-7%	?	1.1	11%	i
COCc1cc(C)n(CC(=O)Nc2cccc(C)c2)c(=O)c1C#N	1%	1%	7%	9%	-2%	-0.9%	0.5	8%	i
COc1ccc(C2=CC3=C(Br)C(=O)C(C)(OC(=O)c4ccc(Cl)nc4)C(=O)C3=CO2)cc1 (stereo unspecified)	-9%	-3%	-71%[inhibitor]	1%	-1%	4.5%	-0.2	14%	i
CSc1nc(C)cc(OCCNS(=O)(=O)c2ccc(C)cc2)n1	-2%	nt	-3%	-4%	7%	0.5%	-4.6	nt	i
Cc1ccc(S(=O)(=O)N2CCCCC2)cc1NC(=O)C1CC(=O)N(Cc2ccccc2)C1 (stereo unspecified)	2%	3%	-9%	-9%	1%	0.2%	-4.4	1%	i
Cc1cccc(Cl)c1OCCN1CCCC1	-3%	0%	23%	3%	-7%	0.3%	-1.9	-9%	i
O=C(CN1C(=O)C2C3C=CC(C4CC34)C2C1=O)Oc1ccccc1 (stereo unspecified)	-3%	-1%	19%	2%	1%	-3.2%	-3.3	11%	i
CN(C(=O)CSc1nc2ccc(NC(=O)c3ccc(F)cc3)cc2s1)c1ccccc1	?	nt	13%	-26%	-19%	-0.5%	nt	?	nt
COC(=O)c1ccc(COC(=O)c2cnccn2)cc1	-30%	-2%	-20%	-3%	11%	0.0%	-5.0	12%	i
c1ccc(-c2ccc(C3=Nn4c(Cn5nnc6ccccc65)nnc4SC3)cc2)cc1	?	-9%	14%	-24%	-3%	3.7%	-0.6	?	i
Cc1nnc(SCC(=O)n2c3c(c4ccccc42)CCCC3)s1	13%	?	14%	3%	16%	-0.7%	-0.1	12%	i
COc1ccc(NC(=O)CSc2ccccn2)cc1	-10%	0%	-17%	-9%	12%	-0.1%	0.5	?	i
COc1ccc2c(c1)CCc1c(C(=O)N3CCc4ccccc4C3)noc1-2	-10%	0%	-33%[inhibitor]	-11%	-13%[1.84 µM]	3.7%	0.0	?	i
O=C(N/C(=C\c1cccc([N+](=O)[O-])c1)C(=O)N1CCCCC1)c1cccs1	-6%	3%	-4%	-27%	0%	-0.9%	1.5	?	i
CCC(O)(CC)C(=O)N/N=C/c1cc(Br)cc(Br)c1O	?	2%	-19%	-6%	-1%	-0.4%	1.2	-17%	i
CCOc1ccc(-c2nnn(CC(=O)Nc3ccccc3OC)n2)cc1OCC	-2%	0%	14%	-16%	1%	3.0%	0.4	-5%	i
CN(CC(=O)Nc1ccc(N2CCOCC2)cc1)CC(=O)Nc1ccc([N+](=O)[O-])cc1Br	0%	0%	-14%	-16%	-7%	0.0%	-1.2	0%	i
COc1ccc(NC(=O)c2sccc2C)c([N+](=O)[O-])c1	-6%	1%	3%	-17%	-12%	3.8%	-2.3	?	i
CCCNC(=O)c1cc(-c2ccc(Br)cc2)on1	?	-3%	0%	-6%	-3%	1.8%	-0.2	25%	i
O=C1CC(=C2c3ccccc3-c3ccccc32)C(=O)N1CCN1CCN(c2cccc(Cl)c2)CC1	0%	nt	19%	-2%	-2%	2.3%	2.2	8%	i
Cc1sc(-c2cc3ccccc3oc2=O)nc1-c1ccc(Cl)cc1	0%	nt	-7%	-4%	4%	?	nt	nt	nt
Cc1nn(-c2ccccc2)c(C)c1/C=N/O	-23%	1%	3%	-13%	-10%	0.1%	1.4	5%	-111%*
CN(C)c1ccc(-c2nnc(-c3cccs3)o2)cc1	3%	-4%	1%	0%	-11%	-0.3%	0.2	?	i
Cc1cccc(CCNC(=O)CCS(=O)(=O)c2cc3c(cc2Cl)NC(=O)CO3)c1	-2%&12%	-1%	8%&-20%	-2%&1%	0%&5%	0.5%&0.1%	1.9	?	i
Cc1cc(C)c2nc(NNC(=O)c3ccc(S(=O)(=O)N4CCc5ccccc5C4)cc3)sc2c1	?	-1%	11%	-40%	?	0.0%	0.3	?	i
